Source: PubChem (several laboratories)
ABHD5 PLIN5 PPI: ABHD5-PLIN5 interaction inhibitors, primary screen, cell lysate, split luciferase complementation, luminescence; Perilipin-5 (Homo sapiens) + 1-acylglycerol-3-phosphate O-acyltransferase ABHD5 (Homo …; Split G. princeps luciferase complementation, 4 h; inhibition, % at 4 µM; 360,000 tested, 0.78% active; AID 602281, 2012;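 active means inhibition above the mean inhibition across every tested compound plus 3 SD, cut at about 22% in these data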;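 further: 0% = DMSO only wells and the 100% control is not disclosed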
MC4R antagonist: MC4R antagonists of cAMP signaling, primary screen, cell-based, TR-FRET, antagonist arm of biased-ligand search; Melanocortin receptor 4 (Homo sapiens), P32245; MC4R-expressing cells, MTII-stimulated cAMP, LANCE TR-FRET; AID 540295, 2011; 360,000 tested, 0.48% active; inhibition, % at 6.5 µM;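 active means inhibition above its plate's cutoff, the mean of tested wells on that plate plus 3 SD, cut at about 29% in these data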;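 further: 0% = Melanotan II alone and 100% = Melanotan II plus saturating MCL0020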
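System: U2OS cells stably expressing human melanocortin 4 receptor (MC4R). Reagent: Melanotan II challenge after compound preincubation. Doses: 6.5 µM. Times: 30-min compound, 1-h challenge, 1-h detection, room temperature. Measured by: TR-FRET with Eu-cAMP and labeled anti-cAMP, 671 nm. Replicates: singlicate.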
PDI inh: inhibitors of human PDI, primary screen, biochemical, turbidity, single point, plate reader; Protein disulfide-isomerase (Homo sapiens), P07237; PDI insulin aggregation turbidity, A650, 90 min; inhibition, % at 10 µM; 350,000 tested, 0.052% active; AID 588391, 2011;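 active means mean inhibition across replicates of 30% or more, whatever share of single replicates reach that level; inconclusive means mean inhibition below 30% while every single replicate reaches 30%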;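 further: absorbance from insulin aggregation driven by PDI reduction with DTT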
MC4R ag barr: MC4R agonists recruiting beta-arrestin, primary screen, cell-based, luminescence, agonist arm of biased-ligand search; U2OS MC4R beta-arrestin complementation; percent of melanotan II response, DMSO zero; 360,000 tested, 0.98% active; Melanocortin receptor 4 (Homo sapiens), P32245; activation, % at 8.9 µM; AID 540308, 2011;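 active means activation above a per-plate cutoff, the mean activation of sample wells on that plate plus 3 SD, cut at about 8% in these data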
N-glyco inh: increase of ERlucT glycosylation luciferase signal, primary screen, N-linked glycosylation inhibitor project, D54 ERlucT cells, luminescence, set 2; D54 ERlucT glycosylation luciferase reporter, 24 h; percent of 100 nM tunicamycin response; reporter increase, % at 12.5 µM; 360,000 tested, 0.23% active; AID 588692, 2011;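 active means mean luciferase reporter signal, scaled so untreated is 0 and the glycosylation-blocking control 100, at or above a set limit in every replicate; inconclusive means mean reaches the limit but not every replicate does; inactive means mean below the limit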;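 further: luciferase carries N-glycosylation sites so blocking glycosylation raises the light; 0% = median of neutral control wells and 100% = median of 100 nM tunicamycin wells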
ABCB6 inh MLPCN: ABCB6 transporter inhibitors, primary screen, K562-ABCB6 cells, flow cytometry, MLPCN library; K562-ABCB6 porphyrin accumulation, 1 h; hits give low values; fluorescence ratio to DMSO, % at 10 µM; 360,000 tested, 0.19% active;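 active means fluorescence ratio to DMSO below 75%, the collection mean minus 3 SD; inconclusive means too few cells collected in the well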;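 further: signal is porphyrin accumulated inside mitochondria; 100% equals median channel fluorescence of DMSO control wells; lower ratio means ABCB6 inhibition with less porphyrin fluorescence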
Target sequence (Q9NP58 whole entry, looked up): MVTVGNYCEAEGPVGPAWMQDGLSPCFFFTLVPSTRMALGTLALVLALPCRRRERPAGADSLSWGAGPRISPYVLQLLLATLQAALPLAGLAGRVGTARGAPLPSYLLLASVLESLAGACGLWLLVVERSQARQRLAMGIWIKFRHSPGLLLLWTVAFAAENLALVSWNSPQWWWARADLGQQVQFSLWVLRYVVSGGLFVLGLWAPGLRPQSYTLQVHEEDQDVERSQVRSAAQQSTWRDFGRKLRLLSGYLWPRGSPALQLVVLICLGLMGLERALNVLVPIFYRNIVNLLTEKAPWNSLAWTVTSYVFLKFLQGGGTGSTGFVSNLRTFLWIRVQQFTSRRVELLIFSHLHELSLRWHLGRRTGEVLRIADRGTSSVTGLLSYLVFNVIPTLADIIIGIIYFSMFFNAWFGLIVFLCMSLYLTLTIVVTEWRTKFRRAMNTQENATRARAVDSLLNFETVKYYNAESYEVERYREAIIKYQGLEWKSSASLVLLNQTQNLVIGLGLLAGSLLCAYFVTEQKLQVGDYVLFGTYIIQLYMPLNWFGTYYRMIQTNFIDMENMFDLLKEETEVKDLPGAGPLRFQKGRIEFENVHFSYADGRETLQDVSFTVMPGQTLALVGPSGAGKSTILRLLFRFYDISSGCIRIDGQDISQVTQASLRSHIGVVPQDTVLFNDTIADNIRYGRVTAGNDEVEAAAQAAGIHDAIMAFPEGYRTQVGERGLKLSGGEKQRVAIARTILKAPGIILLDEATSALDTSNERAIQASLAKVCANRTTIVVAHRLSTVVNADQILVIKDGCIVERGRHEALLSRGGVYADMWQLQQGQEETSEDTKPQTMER
Granule exo inh: LAMP-1 surface exposure blockers, TALL-104 cells – cell-based, flow cytometry, MLPCN library, primary screen; TALL-104 LAMP-1 surface exposure; cells stimulated with thapsigargin and PMA; inhibition, % at 10 µM; 360,000 tested, 0.66% active; AID 651702, 2012;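 active means inhibition above about 55%, limit read from the data; inconclusive means no clear call, values can overlap the other calls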
m5-HT2A agonist: mouse Htr2a agonists via beta-arrestin recruitment, primary screen, cell-based, luminescence; CHO-K1 mHTR2A beta-arrestin complementation; percent of 30 µM serotonin response; activation, % at 7.6 µM; 5-hydroxytryptamine receptor 2A (Mus musculus), P35363; AID 624169, 2012; 360,000 tested, 0.66% active;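 active means activation above a run cutoff, the mean activation of all tested compounds plus 3 SD, cut at about 14% in these data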;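 further: 0% = plate median of compound wells and 100% = 30 µM serotonin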
CaV13 ICDI inh: Disruptors of the CACNA1D IQ motif to Ca2+-dependent inactivation inhibitor domain association, primary screening, Förster resonance energy transfer in intact living …. inhibition, % at 12.3 µM. HEK cells, CFP/YFP FRET ICDI-IQ, plate reader, 10 min; percent FRET-ratio fall versus neutral wells. 340,000 tested, 0.098% active;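 active means mean replicate inhibition of at least 30% and at least 1% of replicates passing that level; inconclusive means only one of the two criteria is met; inactive means neither criterion is met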;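 further: 0% = median of the neutral control wells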
Cardio protect: cardioprotection against H2O2-induced cell death, primary screen, uHTS, H9c2 cells, ATPLite luminescence; H9c2 cardiomyocytes, H2O2 injury protection, 2 h; protection from H2O2 cell death, % at 20 µM; 360,000 tested, 0.63% active; AID 588492, 2011;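 active means compounds giving at least 50% protection of heart cells from peroxide-induced death in the single-dose screen, raw or plate-pattern-corrected value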;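 further: 0% = DMSO wells with peroxide and 100% = DMSO wells without peroxide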
* marks the source's active call; other numbers are inactive results; ? = inconclusive; . = no result given.

Compound	Granule exo inh	N-glyco inh	PDI inh	MC4R antagonist	ABCB6 inh MLPCN	MC4R ag barr	Cardio protect	m5-HT2A agonist	CaV13 ICDI inh	ABHD5 PLIN5 PPI
C=C(C)Cn1c(CCCNC(=O)C(C)(C)C)nc2ccccc21	3	0	-1	1	102	1.3	-4	-2	-4	-3
CC(=O)Nc1ccc(S(=O)(=O)NC(C)C(=O)NCC(c2ccco2)N2CCCCC2)cc1 (stereo unspecified)	14	0	-3	7	100	-0.2	-1	3	-5	1
Cc1nnsc1C(=O)NC(C)c1ccccc1 (stereo unspecified)	-2	0	4	-4	99	-0.7	-2	0	-6	-7
COCc1nnc(NC(=O)c2sc3ccccc3c2Cl)s1	0	1	-2	4	104	-0.7	-10	2	-5	0
O=C(C1CCCCC1)N1CCN(c2nc(-c3ccc(F)cc3)cs2)CC1	-1	-2	2	-3	95	-0.4	-4	9	-21	-8
CCOc1cc(C(=O)N2CCCC2)cc(OCC)c1OCC	0	0	-6	5	89	-0.7	4	4	-1	-1
NC(=O)C1CCN(C(=O)CN(c2ccc3c(c2)OCCO3)S(=O)(=O)c2ccccc2)CC1	12	2	-2	-1	107	0.4	6	-6	-3	-11
CCCn1c2ccccc2c2cnn(CC(=O)NCCCN3CCCC(C)C3)c(=O)c21 (stereo unspecified)	4	-2	-7	2	96	-3.0	9	2	-14	12
COc1ccc(C(=O)c2coc3c2C(=O)C(=O)c2ccccc2-3)cc1	98*	3	13	-3	98	17*	-3	-1	-20	11
Cc1ccc([N+](=O)[O-])cc1N/C=C/C(=O)c1ccco1	-1	0	-6	0	96	4.0	2	-1	-9	-1
Cc1ccc(-c2[nH]ncc2CNCCc2cnn(-c3ccccc3)c2)cc1C	21	-1	1	22	100	2.9	-8	-11	-6	10
CCOc1ccc(S(=O)(=O)N2CCC(C(=O)NCc3ccncc3)CC2)cc1	4	1	-7	-5	104	-1.5	2	2	-5	-4
CCOC(=O)c1c(NC(=O)COC(=O)c2ccc(O)cc2)sc(C(=O)N(C)C)c1C	-8	-1	9	6	96	-4.0	63*	-7	-9	0
CCOc1ccccc1N1CCN(C(=O)c2ccccc2OCc2c(C)noc2C)CC1	-2	-1	-7	11	98	0.0	0	-6	-2	-11
O=C(NC1CCCC1)C(c1ccc(Cl)cc1)N1CCOCC1 (stereo unspecified)	-3	2	2	5	93	-0.6	-2	7	-7	4
Cc1ccc2c(C)c(C(=O)Nc3ccc(S(N)(=O)=O)cc3)oc2c1C	15	-1	-3	4	93	4.1	2	-1	-4	5
CC1(C(=O)NCc2ccc3c(c2)OCO3)CCN1C(=O)Cc1cccs1 (stereo unspecified)	-5	-1	-7	10	103	0.7	-3	-4	-5	-6
CCCSc1ncnc2[nH]ncc12	8	-3	-5	-2	96	-2.3	0	3	-5	2
COc1ccccc1NC(=S)NC(=O)c1ccc(Cn2cc(Br)cn2)cc1	-5	1	-3	-24	98	24*	-12	1	-3	-8
COc1cc(/C=N/N2CCN(C3c4ccccc4-c4ccccc43)CC2)cc(OC)c1OC	-2	-4	1	7	96	-0.5	-13	0	-14	-10
Nc1cccc(NC(=O)c2ccco2)c1	1	-1	3	15	97	1.2	3	0	-1	-7
CC(C)(C)c1ccc(C(=O)Nc2ccc(S(=O)(=O)Nc3cnc4ccccc4n3)cc2)cc1	-11	1	6	20	101	1.3	-9	2	-20	12
Cc1ccc(-c2ccc(/C=N/NC(=O)CN3CCOCC3)o2)cc1[N+](=O)[O-]	-1	7	15	-4	99	-3.5	8	-2	-5	-40
CCCn1nnc(NC(=O)c2ccccc2Br)n1	3	0	-3	4	101	-1.4	-2	-3	-6	3
O=C(COC(=O)c1cccc(Cl)c1Cl)NC1CCCCCC1	-3	2	15	7	93	-1.6	0	-6	-17	7
Cc1ccccc1OCC1CNC(=O)O1 (stereo unspecified)	0	2	-3	1	86	0.5	2	-3	-19	5
CCC(NC(=O)CCc1c(C)c2cc3c4c(oc3cc2oc1=O)CCCC4)C(=O)O (stereo unspecified)	3	1	11	3	97	-2.1	2	-5	-19	7
OC(COc1ccccc1)CN1CCC(Cc2ccccc2)CC1 (stereo unspecified)	-5	4	5	-2	97	1.1	-2	-3	-19	6
N#Cc1c(-c2ccc(Cl)cc2)n(O)c2ccccc12	16	17	-3	-21	91	0.5	-18	-2	.	-8
COc1ccccc1/C=C/C=N\N1CCN(Cc2ccccc2Cl)CC1	5	0	-2	7	98	2.1	-4	-6	-5	-16
Cc1ccc(S(=O)(=O)N2CCC(=O)N([C@H](COCc3cccc(Cl)c3)C(C)C)CC2)cc1	18	.	.	.	98	.	.	-4	-16	6
Cc1ccc2[nH]c(-c3cccc(N)c3)cc2c1	2	-5	4	-1	98	0.3	2	2	-5	11
CCC(=O)c1ccc(OCC(=O)OCC(=O)Nc2ccc3c(c2)OCCO3)cc1	-1	-1	-10	4	100	-0.6	-5	0	-10	-4
N=C1C(c2nc3ccccc3s2)=C(O)CN1NC(=O)c1ccc([N+](=O)[O-])cc1	0	3	20	-1	110	-3.6	-11	-4	-5	10
Cc1sc2ncnc(NCCCO)c2c1C	-3	1	-3	5	103	-1.3	-16	7	-6	1
COC(=O)[C@@]12C[C@@H](CC(=O)NCC34CC5CC(CC(C5)C3)C4)C(=O)N(CCc3ccc(OC)c(OC)c3)C1=CCC(C)(C)C2	-3	.	.	.	.	.	.	-3	-4	-7
CCOc1cc(/C=C2\SC(=O)N=C2N)ccc1O	-12	8	15	-21	104	-2.1	13	-3	-16	2
Cn1c(SCC(=O)Nc2ccc(F)cc2F)nnc1-c1cccnc1	2	-6	.	-2	107	0.9	2	3	-10	2
Oc1ccccc1/C=N/Nc1cc(N2CCCC2)nc(N2CCCC2)n1	22	1	0	-10	104	2.2	-13	-3	-3	-31
CCN(CC)CCN(Cc1cc2ccc(C)cc2[nH]c1=O)C(=S)Nc1ccccc1C(=O)OC	-2	-2	-2	1	93	-0.1	20	0	-13	4
O=C(NC1CCN(C(=O)Nc2ccccc2)CC1)C1CCCCC1	0	-1	0	2	92	-0.7	3	-2	-2	3
COc1cc(OC)cc(-c2c(-c3ccc(F)cc3)c3cc(-c4ccc(SC)cc4)ccc3n2C)c1	-8	0	4	4	?	-2.1	-3	10	-11	-4
CCOc1ccccc1CNS(=O)(=O)c1ccc2c(c1)oc(=O)n2C	-2	-2	.	14	94	-0.5	5	-6	-10	10
CCC(=O)N(Cc1cc2ccccc2[nH]c1=O)C(C)C	-3	-1	-2	-1	96	-2.4	0	0	.	5
O=C(NCC(c1ccccc1Cl)N1CCCC1)c1ccc(N2CCCC2=O)cc1 (stereo unspecified)	1	-6	-2	-4	104	-3.5	-4	-5	-7	-3
CC(C)CC(=O)NC(=S)N1CCN(c2ccc([N+](=O)[O-])cc2Cl)CC1	14	-4	9	0	102	0.7	-6	-2	-3	2
COc1cc(OC)cc(C(=O)NCc2cccnc2)c1	0	-1	-4	5	94	-0.9	-1	-2	-2	-4
CC12CCC(C1)C(C)(C)C2NS(=O)(=O)c1ccc(F)cc1 (stereo unspecified)	-4	-2	-7	4	94	6.4	-5	7	-5	-13
CCOC(=O)CCc1c(C)n(CC)c2cc(-c3ccccc3OC)nn2c1=O	0	1	7	4	89	0.4	-3	2	.	11
Cc1ccc(-c2nc(C)sc2CC(=O)OCC(=O)Nc2ccc(F)c(Cl)c2)cc1	-7	1	-2	5	110	-1.7	-8	2	-14	0
COc1ccc2[nH]c3nc(SCC(=O)NC4CC4)nnc3c2c1	8	8	7	8	98	-1.6	3	-1	-5	9
COc1cccc(CNC(=O)Cc2csc(NC(=O)Nc3ccccc3OC)n2)c1	-3	1	-1	1	95	-0.5	27	3	-4	4
O=C(N/N=C/c1c[nH]c2ccc(Br)cc12)c1ccc2c(c1)OCO2	-1	7	-10	-9	103	-2.6	19	-5	-3	4
Cc1nnc(NC(=O)CSc2nnc(Cc3ccccc3)n2-c2ccccc2)s1	2	2	-1	16	97	-0.4	4	-1	.	0
COC(=O)c1c(C)[nH]c(C(C)=O)c1C	-1	1	9	-4	99	-0.6	4	3	.	10
COC(=O)Nc1ccc2c(c1)N(C(=O)CCCl)c1ccccc1S2	7	-9	-4	2	133	-0.9	-5	7	.	-2
CCS(=O)(=O)c1ccc(O)c(NC(=O)c2cc(OC)c(OC)c(OC)c2)c1	1	2	-3	0	100	-2.2	-2	-6	-8	-4
CCOC(=O)/C(C#N)=C/c1cn(CCOc2ccccc2)c2ccccc12	24	-4	7	15	159	-2.0	-5	-3	-6	-5
O=C(COC(=O)Cc1ccc(-c2ccccc2)cc1)NCc1ccc(F)cc1	1	0	5	-11	102	0.9	-12	-1	-4	-5
CCOc1cc(N2CCOCC2)c(OCC)cc1NC(=O)c1cnccn1	-9	2	-5	10	101	0.2	4	-3	-9	12

(cont.)
Compound	Granule exo inh	N-glyco inh	PDI inh	MC4R antagonist	ABCB6 inh MLPCN	MC4R ag barr	Cardio protect	m5-HT2A agonist	CaV13 ICDI inh	ABHD5 PLIN5 PPI
Cc1cccc(NC(=O)Cn2c(=O)n(CCC(=O)NC3CCCC3)c(=O)c3ccccc32)c1	3	-1	3	3	93	-0.8	1	2	-4	1
OCCC1CN(Cc2cccc3nccnc23)CCN1C1CCCC1 (stereo unspecified)	-1	1	4	4	92	-0.8	4	0	1	-2
Cc1c(C(=O)O)cccc1N1C(=O)Nc2ccccc2N1O	-1	6	-4	0	95	0.2	3	0	-5	1
CCOCCCN1C(=O)C2C(C(=O)Nc3ccc(OCC)cc3)C3C=CC2(O3)C1C(=O)NC1CCCCC1 (stereo unspecified)	-4	1	0	0	98	-1.4	8	6	.	2
CCc1noc(C)c1C(=O)NNC(=O)c1cc(OC)c(OC)c(OC)c1	-4	2	14	2	102	-2.2	-1	3	-5	4
CCn1cc(/C=C(\NC(=O)c2ccccc2Cl)C(=O)N2CCOCC2)c2ccccc21	0	-1	7	3	86	-0.7	14	-7	-12	4
